# Source: PubChem BioAssay
# KOR beta-arrestin-1 – KOR antagonists, beta-arrestin recruitment, cell-based, luminescence, uHTS (AID 1778); KOR beta-arrestin recruitment, luminescence, antagonist mode; higher % means a stronger effect; inhibition, % at 10 µM, or IC50 in µM where a hit was titrated; 0.091% of 290,000 active; note: strong numbers were not always called active
# KOR beta-arrestin-2 – KOR agonists, beta-arrestin recruitment, primary screen, cell-based, luminescence, uHTS (AID 1777) | KOR beta-arrestin recruitment, luminescence; higher % means a stronger effect | one-dose activation, % at 10 µM; EC50 in µM for titrated hits | 0.02% of 280,000 active; in the data active = activation above about 50%, passing the limit was not always enough; note: a part of the inactive calls stands beside numbers as strong as those of hits
# Myeloid diff MLP – compounds promoting myeloid differentiation; calls only at 10 µM; 1% of 360,000 active; AID 624256; ER-HoxA9 myeloid progenitors, lysozyme-GFP differentiation, flow cytometry;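 active = normalized GFP-positive differentiation at or above the plate's own cutoff, the solvent-only control mean plus 3 SD; inconclusive = no clear call, values can overlap the other calls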;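 note: cells exposed to compound for four days before flow analysis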
# NOD1 NF-kB reporter – inhibition of NOD1-driven NF-kB reporter – cell-based, luminescence, uHTS, primary screen (AID 1578); 1% of 290,000 active; inhibition, % at 4 µM; hits with a dose series show EC50 in µM; NOD1-driven NF-kB luciferase reporter cells, luminescence; higher % means a stronger effect; in the data active = inhibition mostly above about 36%, no sharp cut-off; inactive = mostly below about 34%;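 note: HEK-293T reporter cells stimulated with the NOD1 agonist gamma-tri-DAP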
# GPR55 antagonists – GPR55 antagonists blocking LPI-driven arrestin recruitment, primary screen, imaging, U2OS, beta-arrestin-GFP, LPI agonist (AID 2013); U2OS GPR55 beta-arrestin-GFP translocation imaging, LPI antagonism; higher % means a stronger effect; 0.13% of 290,000 active; inhibition, % at 10 µM; hits with a dose series show IC50 in µM;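 active = spots per cell inhibited over 60%, with over 100 cells counted and total cytoplasm intensity under 500,000; inconclusive = wells with under 100 cells, flagged as likely toxic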;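 note: U2OS cells stably carrying GPR55 and arrestin-GFP stimulated by 5 µM LPI near EC80; imaged beta-arrestin-GFP aggregate spots per cell after agonist stimulation; plate controls were LPI-stimulated DMSO wells for no effect and DMSO wells without LPI for full effect; some results filed as inactive read as strong as hits; confirmed hits need IC50 under 10 µM and bright autofluorescent wells are also inconclusive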
# T cell HTS – modulates CD8 T cell binding to vesicles; 2C CD8+ T cell-vesicle binding, flow cytometry; active compounds read low; calls only at 7 µM; 0.068% of 330,000 active; AID 2052;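 active = response, share of CD8 T cells binding vesicles, and their 90th percentile fluorescence all below set limits, cut at about 80% in these data, passing the limit was not always enough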
#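 Assay system: 2C TCR transgenic mouse naive CD8+ T cells, MACS-purified | Read-out: CD8+ gate FL2 mean fluorescence as % of same-row positive control | Signal: High-throughput flow cytometry with anti-B7-1 and anti-CD8 staining | Timing: Binding step 1.5 h, 37 °C, antibody labelling 20 min, ice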
# HEK293 NOD2/NF-kB – NOD2 signaling inhibitors, cell-based, luminescence, uHTS, HEK293 (AID 1566); HEK293 NOD2/NF-kB luciferase reporter, luminescence; higher % means a stronger effect; one-dose inhibition, % at 4 µM; EC50 in µM for titrated hits; 0.63% of 290,000 active; note: many of its hits are not listed in these tables
# GPR55 activation – selective activators of receptor GPR55 – imaging, U2OS cells, beta-arrestin-GFP redistribution, primary screen (AID 1961). 0.048% of 290,000 active. U2OS GPR55 beta-arrestin-GFP redistribution imaging; higher % means a stronger effect. activation, % at 10 µM, or EC50 in µM where a hit was titrated;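 active = activation above 40% with more than 50 cells counted in the well; inconclusive = wells holding fewer than 50 cells, flagged as toxic or sparse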;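 note: U2OS osteosarcoma cells stably expressing GPR55 and beta-arrestin-GFP; plate controls were DMSO negative control for no effect and LPI positive control for full effect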
# NTR1 agonist – agonists of NTR1, primary screen, imaging, U2OS cells, beta-arrestin-GFP, high content (AID 493036); P30989; NTR1-U2OS beta-arrestin-GFP spot imaging, agonist mode; activation, % at 20 µM; 0.17% of 330,000 active;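 active = activation at or above 40% of the spot to cytoplasm intensity ratio, with at least 20 cells analyzed; inconclusive = wells under 20 cells, flagged as cytotoxic or low count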;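 note: 0% = DMSO without peptide and 100% = 100 nM NTR1 peptide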
# Target sequence (P30989 whole entry, looked up): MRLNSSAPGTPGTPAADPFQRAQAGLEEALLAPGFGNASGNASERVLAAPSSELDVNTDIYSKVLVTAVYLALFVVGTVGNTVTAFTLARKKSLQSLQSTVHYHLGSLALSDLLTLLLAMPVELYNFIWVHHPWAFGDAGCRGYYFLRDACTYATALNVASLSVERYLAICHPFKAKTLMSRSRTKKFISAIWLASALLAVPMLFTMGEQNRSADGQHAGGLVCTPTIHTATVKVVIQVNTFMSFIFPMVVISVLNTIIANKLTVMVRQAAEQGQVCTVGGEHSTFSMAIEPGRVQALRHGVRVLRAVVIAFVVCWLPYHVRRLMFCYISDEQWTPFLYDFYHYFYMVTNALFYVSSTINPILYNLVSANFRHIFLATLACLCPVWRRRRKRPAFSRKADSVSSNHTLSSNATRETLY
# T cell HTS vesicle-bound % – also measured in T cell HTS; calls as there; double positive events, %; measured here: CD8+ vesicle-bound cell fraction;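 binding gate set so that unloaded-vesicle control wells show 10% double positive cells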
# NTR1 agonist cell count 20 µM – further read-out of NTR1 agonist, marked with its call; cell count; measured here: cell count, cytotoxicity flag
# Myeloid diff MLP GFP+ MAC1+ % – also measured in Myeloid diff MLP; calls as there; GFP+ MAC1+ double positive, %; measured here: differentiation confirmed by MAC1 staining
# Numbers without * were called inactive; i = inactive; ? = inconclusive; . = not tested or not shown; + = active, no number; [ ] = another dose, or the depositor's remark. Cut-off read from the data, not from the text of the source, unless noted: active = inhibition above about 50%; inactive = the rest. Only part of the results is shown. The share of hits here may be higher or lower than overall.
# Order of results: Myeloid diff MLP	NTR1 agonist	KOR beta-arrestin-1	GPR55 antagonists	NOD1 NF-kB reporter	Myeloid diff MLP GFP+ MAC1+ %	KOR beta-arrestin-2	GPR55 activation	NTR1 agonist cell count 20 µM	T cell HTS	HEK293 NOD2/NF-kB	T cell HTS vesicle-bound %
- O=C(O)CCC(=O)Nc1ccc(N2CCCCCC2)cc1
  i	-0.2	-79%	41%	10%	1.4	7.5%	-0.2%	42	i	4%	35
- CC(=O)N1CCN(c2ccc(S(=O)(=O)NCCN(C(C)C)C(C)C)cc2[N+](=O)[O-])CC1
  i	3.6	10%	5%	-30%	0.8	1.9%	-0.3%	73	i	-11%	36
- CCCCn1nnc(NC(=O)c2ccc(-c3ccccc3[N+](=O)[O-])o2)n1
  i	0.9	-9%	3%	-40%	0.1	-7.6%	0.0%	44	i	-17%	8
- O=C(COc1cc(Cl)c(Cl)cc1Cl)NCCN1CCOCC1
  +	-3.0	29%	16%	-14%	2.8*	-5.4%	-0.2%	93	i	13%	16
- CC(C)Sc1nc2c(cnn2-c2ccc(F)cc2)c(=O)[nH]1
  i	4.3	-26%	-6%	-38%	1.1	-1.7%	-0.1%	68	i	2%	47
- CCCCNc1ccc(C(CC(N)=O)NC(=O)c2cc(C)cc(C)c2)cc1[N+](=O)[O-] (stereo unspecified)
  i	-0.1	-16%[20 µM]	10%	-15%	1.7	0.2%	-0.2%	62	i	7%	5
- O=C(Nc1ccccc1)Nc1cccc(Cl)c1Cl
  i	0.6	-30%	11%	-12%	1.3	1.1%	-0.3%	60	i	-55%	24
- O=C(c1ccncc1)N1CCN(c2cccc(C(F)(F)F)c2)CC1
  i	-0.3	-18%	-5%	1%	1.1	-5.6%	-0.1%	42	i	1%	33
- CCOc1ccc(C(C)NC(=S)NCc2ccc(F)cc2)cc1 (stereo unspecified)
  i	1.5	-8%	6%	9%	1.6	4.9%	-0.1%	55	i	-3%	58
- COc1cc(C(CCN2CCOCC2)c2c(OC)cc(OC)c3c(C)cc(=O)oc23)cc(OC)c1OC (stereo unspecified)
  i	-5.2	7%	4%	-12%	1.2	-1.3%	-0.1%	86	i	25%	55
- Cc1ccc(Nc2nc(-c3cccnc3)cs2)cc1C
  i	16	-22%	8%	-2%	0.1	0.0%	0.0%	72	i	-133%	10
- Cc1cccc[n+]1C1C(c2ccccc2)C(C#N)=C(C(=C=[N-])C#N)NC1(O)C1CC1 (stereo unspecified)
  i	-1.3	-29%	-2%	4%	0.7	-2.1%	-0.1%	41	i	18%	55
- O=C1CSC(c2ccccn2)N1c1ccc(F)cc1F (stereo unspecified)
  i	-0.7	11%	0%	-14%	0.5	7.6%	0.3%	59	i	9%	22
- CCOC(=O)c1sc(Nc2ccccc2)nc1C
  i	0.5	30%	4%	-60%	1.5	-2.2%	0.2%	44	i	-42%	55
- COc1cc2c(cc1OC)C(c1cccc(Br)c1)NC(=O)C2 (stereo unspecified)
  i	-0.1	-7%[20 µM]	6%	-14%	0.9	-1.7%	-0.1%	67	i	15%	50
- CNc1ccc(/C=C/C(=O)c2ccc(C)cc2)cc1[N+](=O)[O-]
  i	16	5%	-5%	20%	0.2	0.1%	-0.1%	36	i	-4%	9
- O=C(CCNS(=O)(=O)c1ccc2c(c1)CCC(=O)N2)NCc1ccc2c(c1)OCO2
  i	-0.4	-28%	-2%	22%	1.6	3.9%	0.2%	85	i	-7%	31
- Cc1ccc(C(C)(C)NC(=O)C2CCC(=O)N(Cc3ccccc3F)C2)cc1 (stereo unspecified)
  i	-0.4	-7%	9%	-22%	2.3	-1.7%	0.0%	51	i	-9%	7
- O=C(Cc1ccc([N+](=O)[O-])cc1)Nc1ccc(Br)cn1
  i	-2.3	-4%	4%	-19%	0.5	6.1%	0.0%	108	i	7%	51
- Cc1cc(C(=O)Nc2ncn(Cc3ccc(F)cc3)n2)ccc1[N+](=O)[O-]
  i	-1.4	2%	-6%	1%	1.1	-0.1%	-0.1%	45	i	-17%	28
- COCCN(CCNC(=O)c1ccc(NC2=NC3CS(=O)(=O)CC3S2)cc1)Cc1ccco1 (stereo unspecified)
  i	2.4	38%[20 µM]	-5%	-18%	1.0	-7.4%	-0.2%	97	i	5%	49
- CCSS(=O)(=O)c1cccc2cccnc12
  i	3.3	20%	0%	3%	0.5	-1.5%	0.5%	58	i	23%	29
- CCOCCCNC(=O)Cn1nc(Cc2ccncc2)c2ccccc2c1=O
  i	0.2	18%	10%	-10%	0.6	-1.7%	0.0%	57	i	14%	44
- CC(C)(C)c1csc(NNC(=O)c2ccc(Cl)cc2)n1
  i	1.2	13%	11%	-2%	0.7	2.8%	0.0%	53	i	13%	12
- CCOC(=O)c1cnc(SCc2cccc(C)c2)nc1N
  i	-1.2	15%	15%	-29%	0.9	-1.3%	-0.2%	96	i	-22%	13
- CCCC(=O)NC(=S)Nc1ccc(NC(=O)C(C)C)c(OC)c1
  i	-0.5	-2%	6%	-24%	0.7	-4.4%	-0.2%	92	i	6%	43
- O=C(c1ccc([N+](=O)[O-])s1)N1CCN(c2ccccn2)CC1
  i	-1.4	-19%	9%	-21%	1.8	1.1%	0.3%	49	i	26%	38
- Cc1ccc(-n2c(SCC(=O)NCc3ccco3)nc3c([nH]c4ccccc43)c2=O)cc1
  i	6.7	-23%	7%	-6%	2.3	-2.8%	-0.1%	83	i	-8%	42
- C(#Cc1ccccc1)C[N+]1(CC#Cc2ccccc2)CCCC1
  ?	1.6	20%	2%	-29%	.	2.4%	0.4%	56	i	0%	56
- CSCCC(NC(C)=O)C(=O)OCC(=O)N(c1ccccc1)c1ccccc1 (stereo unspecified)
  i	-0.9	21%	14%	-6%	0.8	3.7%	0.1%	51	i	8%	43
- CN1/C(=C\C(=S)NC(=O)c2ccccc2Cl)C(C)(C)c2ccccc21
  +	-1.3	-16%	-7%	-48%	14*	11%	-0.2%	53	i	10%	8
- N/C(=N\N=C\c1ccc(O)c(O)c1)c1nonc1N
  i	-1.0	-4%	20%	-6%	0.2	-2.6%	-0.3%	63	i	-55%	57
- CCC(=O)N/C(=N\OCc1ccc(F)cc1)c1nonc1NC(=O)CC
  i	1.7	7%	11%	-9%	0.4	-3.1%	-0.1%	92	i	14%	58
- O=C(COc1ccc(S(=O)(=O)N2CCOCC2)cc1Cl)NCc1ccccn1
  i	-1.2	-8%	9%	-57%	0.5	-2.0%	0.3%	52	i	-18%	35
- CC(=O)NS(=O)(=O)c1cccnc1Nc1cccc(Cl)c1C
  i	-1.9	7%	10%	-38%	0.1	0.7%	0.0%	32	i	-3%	7
- Cc1cccc(Nc2cc(=O)[nH]c(=O)[nH]2)c1
  i	-0.6	-7%	-10%	-3%	0.4	3.3%	-0.2%	82	i	6%	39
- CCSCCOC(=O)C1=C(C)NC(=O)NC1c1cccc(OC)c1OC (stereo unspecified)
  i	1.7	-28%	3%	-16%	5.2	5.8%	0.3%	54	i	0%	32
- Cc1ccc(CN2CCN(C(=O)C3CCCO3)CC2)cc1 (stereo unspecified)
  i	-1.9	24%	0%	-20%	5.0	-1.6%	0.5%	51	i	-7%	11
- COc1ccc2c(-c3cccnc3)cc(=O)[nH]c2c1
  i	-1.6	17%	-1%	-11%	0.5	1.1%	0.0%	79	i	-13%	55
- CCOC(=O)c1cnc(N2CCOCC2)[nH]c1=O
  i	0.0	3%	2%	-10%	1.2	1.1%	0.1%	66	i	1%	32
- O=C(CN1C(=O)NC2(CCCCCCC2)C1=O)NC1CCCc2ccccc21 (stereo unspecified)
  i	-1.0	-8%	-7%	-29%	0.9	-3.0%	0.2%	56	i	11%	36
- CC(C)(C)c1ccccc1N=Cc1ccc2ccccc2n1
  i	3.9	9%	11%	16%	1.1	1.0%	0.3%	41	i	13%	48
- O=C1c2ccccc2NC(c2cccc(F)c2)N1Cc1ccco1 (stereo unspecified)
  i	0.3	14%	2%	-4%	0.7	-3.4%	0.5%	57	i	13%	20
- CCc1cc2c(SCC(=O)N(C)C3CCS(=O)(=O)C3)ncnc2s1 (stereo unspecified)
  i	-0.9	20%	-16%	9%	0.8	9.7%	-0.2%	73	i	23%	27
- COc1ccc(Cl)cc1NCCC(O)c1ccc(F)cc1 (stereo unspecified)
  i	2.8	1%	-6%	5%	0.3	-1.3%	0.0%	90	i	-5%	5
- Cc1ccc2cc(CN(CCc3ccccc3)C(=S)NCCCN(C)C)c(=O)[nH]c2c1
  i	2.3	-70%[20 µM]	39%	-46%	0.0	3.2%	-0.1%	42	i	7%	53
- C[C@]12CC[C@@H]3c4ccc(O)cc4CC[C@H]3[C@@H]1C[C@@H](O)[C@@H]2O[C@@H]1O[C@H](C(=O)O)[C@@H](O)[C@H](O)[C@H]1O
  i	-1.5	-32%	4%	-32%	2.0	0.8%	-0.2%	44	i	-1%	28
- CSc1nc2c(c(=O)[nH]1)CCCC2
  i	-1.1	-20%	-3%	-21%	2.6	2.3%	-0.1%	56	i	-2%	58
- Cc1ccccc1C(=O)NNC(=O)CSc1nnc(-c2ccncc2)n1-c1ccccc1
  i	1.6	-3%	9%	-14%	0.5	-1.0%	0.1%	70	i	12%	24
- CCC(C)n1cnc2c(c1=O)c1nc3ccccc3nc1n2Cc1ccc2c(c1)OCO2 (stereo unspecified)
  .	.	19%	2%	16%	.	-1.3%	0.5%	.	.	20%	.
- O=C1CCCN1CCCNS(=O)(=O)c1ccc(F)c(F)c1
  i	1.0	-1%	16%	-11%	0.7	-2.6%	-0.1%	51	i	7%	5
- CC(Cc1ccccc1)N/C=C1\CC(=O)NC1=O (stereo unspecified)
  i	-0.2	13%	28%	4%	0.3	1.5%	-0.1%	64	i	-6%	46
- CN1CCOC(=O)/C1=N/Nc1cc(Cl)ccc1Cl
  i	-0.1	-37%	-7%	-28%	0.3	-0.8%	-0.6%	51	i	-60%	33
